Source: PubChem
ADAM10 inh: inhibits human ADAM10; O14672; recombinant ADAM10, EDANS/DABCYL FRET peptide cleavage, 3 h; inhibition, % at 7 µM; hit rate 0.62% among 370,000; AID 720582;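 active means inhibition above a per-campaign cutoff equal to the mean of compounds falling between control-based bounds plus 3 SD, cut at about 20% in these data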;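 further: 0% = DMSO wells while the 100% control is not disclosed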
Target sequence (O14672 214-748 limits assumed): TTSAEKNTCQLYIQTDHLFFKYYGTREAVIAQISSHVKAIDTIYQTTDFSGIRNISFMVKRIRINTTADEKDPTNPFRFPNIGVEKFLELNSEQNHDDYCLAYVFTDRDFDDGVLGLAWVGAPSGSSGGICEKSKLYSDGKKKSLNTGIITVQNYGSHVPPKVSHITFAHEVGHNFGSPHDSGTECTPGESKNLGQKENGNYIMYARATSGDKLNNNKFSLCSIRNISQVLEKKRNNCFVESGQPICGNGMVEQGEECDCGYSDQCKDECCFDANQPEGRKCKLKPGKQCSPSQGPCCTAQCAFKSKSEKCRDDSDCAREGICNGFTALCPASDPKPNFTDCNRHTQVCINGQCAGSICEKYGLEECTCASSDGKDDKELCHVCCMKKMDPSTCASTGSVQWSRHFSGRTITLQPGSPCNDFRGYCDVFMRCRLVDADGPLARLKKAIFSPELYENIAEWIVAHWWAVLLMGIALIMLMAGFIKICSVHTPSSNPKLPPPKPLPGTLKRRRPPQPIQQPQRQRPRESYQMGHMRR
ASAP1 inh: inhibitors of human ASAP1 ArfGAP activity; Q9ULH1; ASAP1-stimulated ARF1 GTP hydrolysis, GDP FP detection; inhibition, % at 16.5 µM; hit rate 0.19% among 360,000; AID 624377; in the data active means inhibition above about 25%;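 further: 0% = vehicle with enzyme and substrate and 100% = no enzyme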
Tn6 DDE FP: inhibitors of Tn6 peptide binding to human fibrin DD(E) | P02675 | Fibrin DD(E) TRITC-Tn6 fluorescence polarization displacement | inhibition, % at 8.3 µM | hit rate 0.21% among 370,000;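 active means inhibition above a per-campaign cutoff: mean of compounds within control limits plus 3 SD, cut at about 15% in these data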;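 further: 0% = median of all compound wells on the plate and 100% = blocking peptide control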
FXN GAA850 act: increases GAA850 frataxin promoter reporter activity; HEK293 lucGAA850 FXN promoter luciferase reporter, 24 h; percent of 10 µM SAHA response; activation, % at 6 µM; hit rate 0.56% among 360,000; AID 540364;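 active means activation above the average of all compounds screened plus 3 SD, cutoff fixed separately per campaign, cut at about 7.5% in these data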;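 further: 0% = DMSO wells and 100% = 10 µM SAHA wells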
ARFGAP1 inh: rat ARFGAP1 inhibition. Q62848. Arfgap1-stimulated ARF1 GTP hydrolysis, GDP FP detection. inhibition, % at 16.5 µM. hit rate 0.26% among 360,000. AID 651572;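 active means inhibition above a per-plate limit, mean inhibition of low control wells plus 3 SD, cut at about 25% in these data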;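 further: 0% = DMSO wells with enzyme and 100% = wells lacking Arfgap1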
Target sequence (Q62848 1-136 limits assumed): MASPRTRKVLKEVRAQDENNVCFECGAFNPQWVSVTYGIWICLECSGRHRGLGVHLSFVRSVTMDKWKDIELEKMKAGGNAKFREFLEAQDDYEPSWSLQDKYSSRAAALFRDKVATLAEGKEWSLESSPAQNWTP
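Material: rat Arfgap1 GAP domain (His6, aa 1-136), purified enzyme. Also added: human ARF1(Δ1-17)-GTP substrate. Compound dosing: 16.5 µM single point, 1.26% DMSO. Timing: enzyme reaction 120 min at 25 °C after 20 min preincubation. Signal: GDP detection by fluorescence polarization. Read-out basis: percent inhibition of GAP-stimulated GDP formation, scaled between DMSO and no-Arfgap1 medians.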
rCAG binder: molecules binding r(CAG) RNA repeats | r(CAG) RNA repeat, TO-PRO-1 dye displacement fluorescence | inhibition, % at 3 µM | hit rate 1.3% among 370,000 | AID 651821;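 active means inhibition above the plate cutoff, the mean of all test compounds on that plate plus 3 SD, cut at about 35% in these data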;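 further: 0% = DMSO alone and 100% = 100 µM mitoxantrone as full dye displacement; higher means more dye released from RNA so lower well fluorescence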
NPR1 activator: GC-A (human) enzyme activation | hit rate 0.14% among 370,000 | P16066 | HEK293 GC-A cells, cGMP TR-FRET, EC30 ANP; 0% at EC30 ANP, 100% saturating ANP | AID 1671463 | activation, % at 10 µM; in the data active means activation above about 40%
sPLA2-III inh: Blocks human group III sPLA2 activity; inhibition, % at 12.2 µM; Q9NZ20; AID 743126; hit rate 0.56% among 370,000; QFRET BODIPY PC-A2 liposome hydrolysis, fluorescence;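 active means inhibition above mean plus 3 SD of compounds lying within the high and low control bounds, cut at about 19% in these data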;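 further: 0% = median of test compound wells and 100% = no enzyme DMSO wells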
proKLK7 act: activators of human kallikrein-7 zymogen; purified proKLK7, EDANS-DABCYL substrate fluorescence; 100% is mature enzyme control, 0% vehicle; activation, % at 7 µM; P49862; hit rate 0.9% among 370,000;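 active means activation above the mean of all tested compounds plus 3 SD, computed per campaign excluding outliers beyond control limits, cut at about 13% in these data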
Target sequence (P49862 whole entry, looked up): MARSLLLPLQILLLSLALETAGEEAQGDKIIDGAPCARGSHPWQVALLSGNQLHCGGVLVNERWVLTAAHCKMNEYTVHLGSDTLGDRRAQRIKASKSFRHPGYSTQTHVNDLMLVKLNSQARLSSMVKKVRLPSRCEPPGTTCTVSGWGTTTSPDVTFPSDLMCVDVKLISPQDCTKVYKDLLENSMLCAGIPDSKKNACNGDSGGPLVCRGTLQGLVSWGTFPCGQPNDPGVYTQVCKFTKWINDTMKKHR
NPR2 activator: GC-B (human) receptor activation; HEK293-GC-B cells, CNP EC30, cGMP TR-FRET; 0% at EC30 CNP, 100% saturating CNP; activation, % at 10 µM; hit rate 0.11% among 370,000; AID 1920062;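 active means activation at 10 µM reaching about 35% in either raw or pattern-adjusted values, limit read from the data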
* marks the source's active call; other numbers are inactive results; x = not tested or not shown.

Values in the order – ADAM10 inh, ASAP1 inh, Tn6 DDE FP, FXN GAA850 act, ARFGAP1 inh, rCAG binder, NPR1 activator, sPLA2-III inh, proKLK7 act, NPR2 activator
(1) COc1ccc(NC(=O)C2CCCO2)cc1OC (stereo not drawn)
→ 3, -9, 6, 0.3, 10, -2, 4, 6, -0.1, 4
(2) COc1ccc(C(=O)Cc2ccccc2C(=O)O)cc1
→ -18, -20, 4, -0.1, 4, 0, 1, 4, 0.1, 0
(3) COc1ccc(Cc2nc3ccc(C(=O)NC(C)c4cnn(C)c4)cc3o2)cc1 (stereo not drawn)
→ -12, -7, -6, 1.1, 9, -4, 0, 1, -1.0, 0
(4) CNC(=O)C(=O)Nc1cc2c3c(c1)CCC(=O)N3CCC2
→ -5, -15, 5, 1.6, -3, -2, 3, 4, 0.3, 2
(5) Cc1cccc(C(=O)Nc2cccc(C(=O)N/N=C/c3ccc4c(c3)OCO4)c2)c1
→ 0, -2, -7, 2.9, 2, 4, 10, -4, -14, 12
(6) CCOc1cc(C2NC(=O)c3ccccc3O2)ccc1OC(C)C (stereo not drawn)
→ -43, 1, 2, 4.2, -8, -6, -2, 10, -4.1, 1
(7) COc1ccc(CN2C[C@@H](CO)O[C@@H](n3cnc4c(N5CCN(CCO)CC5)ncnc43)C2)cc1
→ -19, -3, 1, -0.3, 7, 0, 0, 13, 0.3, -4
(8) COc1ccc(/C=C/C(=O)NC(=S)Nc2ccc(S(=O)(=O)Nc3ccc(OC)nn3)cc2)cc1
→ -9, 5, 1, -2.5, 14, 70*, -2, 0, -0.5, 4
(9) CCC(C)c1ccccc1NC(=S)NC(=O)c1ccco1 (stereo not drawn)
→ 3, 7, 6, 0.1, -6, -4, -4, 7, 0.3, 0
(10) COc1ccc(C(=O)Nn2c(CC(C)C)nc3cc(Cl)ccc3c2=O)c(OC)c1
→ 17, 2, 2, -0.7, -10, 2, -1, 10, 0.6, 0
(11) COCCn1nnnc1C(c1ccc(OC)cc1OC)N1CCN(c2ccccc2)CC1 (stereo not drawn)
→ -1, 8, 2, -1.2, 12, 2, -2, 0, 0.2, 3
(12) CN(C)CCNC(=O)CN1C(=O)CSc2ccc(S(=O)(=O)N3CCCCC3)cc21
→ 2, -5, 0, 0.8, -8, 0, 1, 2, 0.5, 1
(13) COc1cccc(NC(=O)CN(C)C(=O)c2cccc(NS(=O)(=O)c3ccccc3)c2)c1
→ -19, 18, 2, 3.0, 2, 7, -3, -4, -1.0, -3
(14) Clc1cccc(C2Nc3cccc4cccc(c34)N2)c1Cl
→ 8, 0, -6, 0.2, 6, 12, -1, 5, -0.7, 0
(15) CCN(CC)CCN1C(=O)C(=O)/C(=C(/O)c2ccc(OCC(C)C)cc2)C1c1ccncc1 (stereo not drawn)
→ 6, 5, -7, x, 6, 4, 0, 3, 0.4, 1
(16) CCN1CC(C)(C)N(C(=O)c2ccccc2)CC1(C)C
→ 5, 1, 5, 0.5, 0, 2, 0, 4, -0.8, 2
(17) CC(C)(C)OC(=O)NCCC(=O)N/N=C/c1ccc2nccnc2c1
→ -20, -8, -2, -0.4, -7, -5, -1, 13, 0.9, -3
(18) COc1cccc(Cn2nnc(C(=O)Nc3ccc(C)cc3)c2N)c1
→ -2, -10, -3, 1.7, -15, 4, 10, -4, 0.0, -2
(19) CCN(C=NC1=NN(c2cccc(C(F)(F)F)c2)CC1)CC
→ 2, -15, 1, 3.8, -16, 0, -1, 11, 0.6, 2
(20) Cc1c(/C=N/NC(=O)COc2ccccc2[N+](=O)[O-])c2ccccc2n1C
→ -7, 16, -4, 1.2, 13, 8, -3, 9, 0.2, -6
(21) Nc1cc(C(=O)OCC(=O)N2CCN(C(=O)COC(=O)c3ccc(Cl)c(N)c3)CC2)ccc1Cl
→ -5, -11, 7, 1.6, -22, 2, 2, 9, 0.0, 2
(22) Cc1ccc2nc(-c3cccc(Br)c3)c(Cc3ccccc3)n2c1
→ -27, 5, 4, x, 2, 11, -2, -9, -1.8, -8
(23) COc1ccc(NC(=S)N(Cc2ccc(N(C)C)cc2)Cc2ccco2)cc1
→ 1, -5, -3, 3.6, 22, -1, -1, 22*, 0.4, 1
(24) O=c1nc(SCc2c(F)cccc2Cl)nc(-c2ccccc2)[nH]1
→ -2, -1, -6, x, 4, -1, 4, 12, 0.5, -11
(25) CCN(C(=O)c1cnc(N2CCN(c3ncccn3)CC2)c2ccccc12)c1cccc(Cl)c1
→ -4, 8, -10, -3.7, -9, -7, -10, -26, 0.4, -3
(26) NC(=O)c1ccc(NC(=O)CNC(=O)c2sc3ccccc3c2Cl)cc1
→ -5, 10, -7, 0.3, 8, 7, -5, -12, 0.3, -2
(27) Cc1ccc(-c2nc3ccccc3s2)cc1S(=O)(=O)N1CCOCC1
→ -1, -6, -13, -1.9, -6, 2, 0, 5, 0.0, -1
(28) FC(F)(F)c1ccc(Cl)c(N/N=C/c2ccc(N3CCOCC3)s2)c1
→ -3, 6, -6, 0.7, 8, 9, -7, 1, -0.2, 1
(29) CCCC(O)(c1ccc(Cl)cc1)C(CN1CCOCC1)c1ccc(Cl)cc1 (stereo not drawn)
→ 6, -4, 3, -2.6, -15, -2, -55, 6, 0.3, -14
(30) CC1=C(C(=O)OCc2ccccc2)C(c2ccc3ccccc3c2)NC(=O)N1CCCCCC(=O)O (stereo not drawn)
→ -28, -3, -2, x, 4, 27, -5, -37, 0.3, 4
(31) O=C(Nc1ccc(N2CCOCC2)cc1)C1=NN(c2ccccc2)C(=O)CC1
→ -2, -9, 12, -2.2, 2, 1, -3, -1, -0.3, 0
(32) COc1c(C)cc(S(=O)(=O)NCc2ccco2)c(C)c1C
→ 3, -2, 2, 0.5, 3, 0, -1, -6, -0.2, -4
(33) O=C(NCc1nnnn1-c1ccc(F)c(F)c1)c1ccc2c(c1)OCO2
→ 2, -5, -2, -0.3, 3, -2, 2, -2, -0.6, 2
(34) CN(CC(=O)Nc1ccc(Cl)cc1)C(=O)c1cc(-c2cccs2)nn1-c1ccccc1
→ -7, -1, -3, 0.8, 3, 0, -6, -1, 0.6, 3
(35) COC(=O)C1=C(C)Nc2nnnn2C1c1cc(OC)ccc1OC (stereo not drawn)
→ -3, 2, 4, -0.3, 0, -6, 0, 9, 0.2, -2
(36) Oc1ccc(Br)cc1/C=N/n1c(-c2ccccc2)n[nH]c1=S
→ -7, 5, 0, 1.0, -2, 26, 7, 8, -0.4, -7
(37) COC(=O)CNC(=O)C1CCCN1C(=O)CNC(=O)OC(C)(C)C (stereo not drawn)
→ -2, -12, 5, -0.8, 12, -2, -1, 7, -0.6, 0
(38) CCCNC(=O)C1(C)CCN(Cc2cc3ccccc3o2)C1 (stereo not drawn)
→ -13, 15, 3, 0.4, 2, -1, 3, 5, -0.2, -1
(39) COc1ccccc1CNC(=O)C1CC(c2cccc([N+](=O)[O-])c2)=NO1 (stereo not drawn)
→ 5, -7, -2, -0.4, 6, -3, 1, 1, -0.2, 4
(40) CCCCCC(=O)NC(=S)Nc1ccccc1C(=O)OC
→ -9, 1, -6, -0.7, 1, 0, 4, 3, 0.0, 2
(41) O=C1CCC[C@H]2C[C@H](NCc3cccs3)CC[C@]23CCCN13
→ 2, x, 3, x, x, x, 2, 2, x, -3
(42) N#Cc1ccccc1/C=N/Nc1nc(-c2ccccc2)c2cc(Cl)ccc2n1
→ -5, 8, 2, 2.7, 10, 0, 9, 7, -0.2, -6
(43) CCCCC(=O)N(C)c1c(CC)nc2c(OCc3ccc(C(F)(F)F)cc3)cccn12
→ -4, 2, -6, 1.1, 5, -3, -4, -4, 0.2, 5
(44) Cc1cccc(S(=O)(=O)N(C)C[C@H]2OCc3cn(nn3)CCCC(=O)N([C@H](C)CO)C[C@@H]2C)c1
→ -6, 5, -4, -0.2, 10, 0, 3, 11, -0.9, 5
(45) Cc1ccccc1-c1nc(CN2CCSCC2)c(C)o1
→ 0, -15, 8, 1.7, 8, -4, 1, 2, 0.5, 0
(46) CCOC(=O)c1cc(-c2cccs2)nn1CCC#N
→ 5, 18, 2, 3.4, -3, -4, 2, -2, -0.3, 4
(47) Cc1ccc(NC(=O)CN(C)C(=S)NC2CC2)cc1
→ 4, 11, -1, 2.7, -9, -2, 2, -31, 0.5, -4
(48) CSCCC1NC(=O)N(CC(=O)Nc2cccc3ccccc23)C1=O (stereo not drawn)
→ 12, -6, 1, -2.3, 6, 1, 0, 4, 0.1, 1
(49) COC(=O)C1=C(C)NC(C)=C(C(=O)OC)C1c1ccccc1OCc1c(C)no[n+]1[O-]
→ -39, -2, 0, -3.2, 5, -3, -20, 4, 0.8, -9
(50) Cc1ccccc1NC(=O)Cc1nnc(SCC(=O)c2ccc(Br)cc2)n1C
→ 1, -7, -2, -1.6, 10, 1, 5, -33, 0.1, 2
(51) O=C(Nc1ccc2c(c1)OCCO2)c1cncc(Br)c1
→ 0, 2, -2, 1.1, -1, -1, 1, 7, -0.2, 2
(52) CCCc1c(C(=O)N2CCN(c3ccccc3OC)CC2)cnn1-c1ccccc1
→ 2, 4, 6, 1.1, 8, -6, -2, 4, -0.3, 5
(53) COc1cc(C(=O)Nc2ccncc2)c([N+](=O)[O-])cc1OC
→ 2, 6, -4, -1.3, 1, -1, -2, -3, 0.5, -1
(54) CCCCCNC(=O)C(c1ccccc1)n1c(=O)c(-c2cc3ccccc3[nH]2)nc2ccccc21 (stereo not drawn)
→ -244, 15, -3, x, -9, 16, -5, -12, -66, -4
(55) COCCNC(=O)C1(C)CCCN(C(=O)c2c(-c3ccccc3)noc2C)C1 (stereo not drawn)
→ -1, 5, 2, 1.1, -11, -1, -2, 0, -0.6, 0
(56) CCC(C)NC(=O)c1ccc2nc(Cc3ccc(OC)cc3)oc2c1 (stereo not drawn)
→ -6, 3, -6, 0.8, 3, -1, 0, 3, -0.5, 4
(57) COC1=CC(=O)C=C(OC)C1=O
→ 0, -2, -3, -15, -9, 2, 28, -9, -0.1, 4
